# FLuc counter = firefly luciferase modulation, counter-screen for miR-21 project | purified FLuc, Km substrates, luminescence inhibition | Potency, µM (doses to about 57.5 µM), without a hit: at the top dose activity change, negative = inhibition, usual class: inhibitors | hit rate 6.9% among 360,000 | AID 588342;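 also: potency is read from the fitted curve at half-maximal effect; plate controls were vehicle for no effect and reference inhibitor for full effect; nearly all actives have a fitted effect of over 55% in size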
# Target sequence (P08659 whole entry, looked up): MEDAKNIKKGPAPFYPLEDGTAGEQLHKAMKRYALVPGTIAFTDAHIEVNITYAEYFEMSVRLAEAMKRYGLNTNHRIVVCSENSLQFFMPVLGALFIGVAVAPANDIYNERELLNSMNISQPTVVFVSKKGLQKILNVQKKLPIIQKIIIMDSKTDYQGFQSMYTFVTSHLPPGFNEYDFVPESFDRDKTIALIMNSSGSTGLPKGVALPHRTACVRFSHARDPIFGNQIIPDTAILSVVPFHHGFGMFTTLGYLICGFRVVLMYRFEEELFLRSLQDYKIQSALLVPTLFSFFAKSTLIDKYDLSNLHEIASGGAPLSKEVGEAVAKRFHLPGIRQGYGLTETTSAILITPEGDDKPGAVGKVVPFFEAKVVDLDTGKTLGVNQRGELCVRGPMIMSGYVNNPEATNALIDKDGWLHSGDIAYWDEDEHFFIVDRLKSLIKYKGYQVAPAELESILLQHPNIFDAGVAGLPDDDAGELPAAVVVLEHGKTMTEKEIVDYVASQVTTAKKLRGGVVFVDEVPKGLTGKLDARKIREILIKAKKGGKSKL
#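 Purified P. pyralis luciferase (10nM final) with 10uM D-luciferin and 10uM ATP (Km levels) in 50mM Tris acetate pH 7.5, 10mM Mg acetate, 0.01% Tween-20, 0.05% BSA; qHTS 6-point titration, ~60 µM downward; luminescence read.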
# Rab9 promoter act = activators of Rab9 promoter; hit rate 2.8% among 320,000; AID 485297; Huh7 Rab9 promoter-luciferase reporter, luminescence, 24 h; Potency, µM (series often up to 9.22 µM), for inactives: at the highest dose activation, negative = inhibition, usual class: activators; also: potency is read from the fitted curve at half-maximal effect; % of control where 0% means no effect; nearly all actives have a fitted effect of over 60% in size
#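 Using Huh7 cells stably transfected with Rab9 promoter–luciferase, compounds were incubated 24 h at 37 °C, 5% CO2; luciferase luminescence was read 10 min after reagent addition.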
# RORg inh = inhibitors of mouse ROR gamma transcriptional activity. Potency, µM (doses to about 53.6 µM), inactives show at the highest dose activity change, negative = inhibition, most hits filed as inhibitors. Drosophila S2 Gal4-RORgamma UAS-luciferase reporter, 20 h. hit rate 5.4% among 310,000; also: potency is read from the fitted curve at half-maximal effect; % is scaled to controls: 0 for no effect and ±100 for the full control effect; nearly all actives have a fitted effect of over 60% in size
#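 ROR gamma transcriptional activity was tracked as Gal4-UAS luciferase output in stably transfected Drosophila Schneider cells, with compound added 1 hr before 700 uM copper sulfate induction and a 20 hr ambient-temperature incubation.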
# Tb PFK block = T. brucei PFK enzyme inhibition; O15648; T. brucei PFK, ADP-Glo luminescence; Potency, µM (series often up to 57.5 µM), inactives show top-dose activity, negative = inhibition, hits mostly inhibitors; hit rate 0.17% among 330,000;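 also: potency is read from the fitted curve at half-maximal effect; 0% = uninhibited 1x PFK enzyme wells and -100% = no-enzyme wells; nearly all actives have a fitted effect of over 60% in size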
# Target sequence (O15648 whole entry, looked up): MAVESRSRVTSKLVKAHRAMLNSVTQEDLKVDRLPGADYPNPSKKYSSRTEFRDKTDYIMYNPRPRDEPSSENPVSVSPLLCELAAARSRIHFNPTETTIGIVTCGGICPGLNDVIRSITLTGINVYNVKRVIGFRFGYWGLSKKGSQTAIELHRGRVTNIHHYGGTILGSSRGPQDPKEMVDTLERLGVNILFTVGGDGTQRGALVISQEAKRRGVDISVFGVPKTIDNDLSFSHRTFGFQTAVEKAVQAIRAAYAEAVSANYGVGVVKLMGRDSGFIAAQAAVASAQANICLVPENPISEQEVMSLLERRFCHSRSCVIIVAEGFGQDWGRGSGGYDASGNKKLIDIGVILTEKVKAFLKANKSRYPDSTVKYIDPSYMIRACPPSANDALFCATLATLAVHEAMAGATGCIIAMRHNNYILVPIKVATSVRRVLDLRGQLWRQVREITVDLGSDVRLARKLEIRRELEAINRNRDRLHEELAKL
#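 In TEA buffer at pH 8.0 with 5 mM MgCl2, enzyme (1.25 nM) converted F6P (0.5 mM) and ATP (0.1 mM) for 45 min at room temperature. ADP product was read by luciferase luminescence.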
# NPC1 prom act = activators of NPC1 promoter; Huh7 NPC1 promoter luciferase reporter, 24 h; Potency, µM (doses to about 9.22 µM), without a hit: at the highest dose activation, actives largely listed as activators; hit rate 2.4% among 320,000;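 also: potency is read from the fitted curve at half-maximal effect; % of control where 0% means no effect; nearly all actives have a fitted effect of over 60% in size; reporter is driven by a mutant NPC1 promoter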
#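 Cells: Huh7 expressing luciferase under the NPC1 promoter, 1500/well. Seeded 2 h, compound added, incubated 24 h at 37 °C. Luciferase reagent, 10 min ambient, then luminescence.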
# uPA generation = inhibitors of cell surface uPA generation. cell surface uPA generation assay, qHTS. Potency, µM (titrated, usually from 38.3 µM), inactives show at the highest dose activity change, negative = inhibition, hits mostly inhibitors. hit rate 0.31% among 330,000; active = well fitted inhibition curve with a large enough effect; inconclusive = small, poorly fitted or top-dose-only effect; inactive = no such curve, though single readings can be large or run the other way; tested in mouse RAW 264.7 cells; also: potency is read from the fitted curve at half-maximal effect; % is scaled to controls: 0 for no effect and ±100 for the full control effect; nearly all actives have a fitted effect of over 55% in size
# FBPA coupling cs = counter-screen for Giardia aldolase inhibitors: coupling enzyme system. coupling enzyme system counterscreen, AmpLite Red fluorescence. hit rate 0.67% among 290,000. activity change, negative = inhibition, % at 58.2 µM, hits read low; in the data active = activity change below about -30%; also: % is scaled to controls: 0 for no effect and ±100 for the full control effect
#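 Final compound at 57.5 uM, incubated 10 min at RT with coupling enzyme reagent (glyceraldehyde-3-phosphate), then 20 min with substrate and AmpLite Red detection. Fluorescence read at 525/598 nm; tests interference with the coupling assay, not aldolase inhibition.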
# VP16 counter = inhibits Gal4-VP16 luciferase reporter, ROR gamma counter-screen. Potency, µM (highest dose often 53.6 µM), for inactives: top-dose activity, negative = inhibition, usual class: inhibitors. Drosophila S2 Gal4-VP16 UAS-luciferase, luminescence, 20 h. hit rate 3.5% among 310,000;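 also: Gal4-VP16 expression switched on by copper sulfate through the metallothionein promoter; potency is read from the fitted curve at half-maximal effect; % is scaled to controls: 0 for no effect and ±100 for the full control effect; nearly all actives have a fitted effect of over 50% in size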
# KCNH2 3.1 inh = KCNH2 3.1 (human) potassium channel inhibition. U2OS KCNH2 3.1, thallium flux FluxOr; hits give low values. hit rate 0.95% among 340,000. AID 720553. activity change, % (tested at about 1.8 µM);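 active = maximum activity change below -70%; inconclusive = maximum activity change from -70% to -50%; inactive = maximum activity change above -50%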;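 also: thallium influx rate constant from kinetic fluorescence after stimulation buffer; % is scaled to controls: 0 for no effect and ±100 for the full control effect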
#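 We transduce U2OS cells with the mutant 3.1 virus, culture them overnight, load FluxOr with Red40 quencher for 45 min, then add stimulation buffer and read kinetically for 2 min to derive a normalized rate constant.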
# Giardia killer = Giardia lamblia killing | Giardia lamblia trophozoite viability | activity change, % at 7.66 µM, hits read low | hit rate 0.15% among 340,000 | AID 540267; in the data active = activity change below about -80%; inconclusive = between about -30% and that limit;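 also: parasites exposed to compound for two days anaerobically before the ATP read; % is scaled to controls: 0 for no effect and ±100 for the full control effect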
#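 Viability, read as ATP luminescence: trophozoites at 100 cells/well, compound added, 48 hrs anaerobic at 37 deg C, then 15-30 min room-temperature development before reading.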
# ELG1 genotoxic = induces genotoxicity in HEK293T cells with luciferase-tagged ELG1 | Potency, µM (doses to about 46 µM), for the others: at the highest dose activity change, positive = activation, usual class: activators | hit rate 1.3% among 330,000 | HEK293T ELG1-luciferase reporter, luminescence, 16 h; also: potency is read from the fitted curve at half-maximal effect; % of control where 0% means no effect; nearly all actives have a fitted effect of over 60% in size
#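 HEK293T cells expressing luciferase-tagged ELG1 were exposed to compound or DMSO vehicle for 16 hr at 37 °C and 5% CO2. Luciferase activity was then measured with ONE-Glo after 30 min at room temperature.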
# * hit, by the source's call; ? = inconclusive; · = not tested or not shown; [ ] = remark or other dose. Unless noted, calls follow the shape of the dose curve; as a rule, active = well fitted curve in the direction sought with a large enough effect; inconclusive = small, poorly fitted or top-dose-only effect, or another doubt; inactive = no such curve, though single readings can be large; an effect the other way counts as inactive or inconclusive.
# Sequence of screens – FBPA coupling cs | KCNH2 3.1 inh | Tb PFK block | Giardia killer | FLuc counter | ELG1 genotoxic | Rab9 promoter act | NPC1 prom act | RORg inh | uPA generation | VP16 counter
- COc1ccccc1N1CCN(CCCCN2C(=O)C3CCCCN3C2=O)CC1 (stereo not given)
    3.1 | 12.1 | -3.7% | 10.7 | -0.1% | -4.7% | -0.5% | 11.0% | 0.6% | -3.7% | -6.9%
- ON=C1/C(=N\O)CC2(C/C1=N/O)OCCO2
    8.9 | 1.5 | -23.4% | 7.8 | 0.7% | -1.4% | 6.6% | 11.4% | -29.2%[0.365 µM] | ? | ·
- Cc1ccc(N(CN2C(=O)C3C4CCC(C4)C3C2=O)C(=O)c2ccco2)cc1 (stereo not given)
    -0.8 | 11.4 | -1.3% | 37.6[activator] | 0.3% | -2.4% | 2.1% | 2.6% | 5.6% | 4.0% | -5.3%
- Cc1cccc(C)c1OCC(=O)Nn1c(C)nc2ccccc2c1=O
    6.9 | -2.9 | 0.2% | 7.5 | 6.6% | 3.4% | -0.2% | 2.6% | 9.6% | 3.4% | -4.8%
- CC1CCCCN1C(=O)CSc1nnc(-c2ccccc2F)o1 (stereo not given)
    -0.5 | -4.9 | -2.5% | -20.9 | ? | ? | 2.51µM* | 2.51µM* | -22.6% | -1.4% | 3.9%
- COc1ccccc1OCCNC(=O)CNC(=O)c1ccc2c(c1)OCO2
    · | 16.9 | -4.7% | 17.8 | -0.6% | 0.5% | 7.8% | 0.4% | · | 0.7% | ·
- COc1ccc(NC(=O)C2CCCN(c3ncnc4onc(-c5ccc(F)cc5)c34)C2)cc1 (stereo not given)
    -2.5 | 1.5 | 0.7% | ? | 3.0% | -7.8% | -0.2% | -1.2% | -17.1% | -12.3% | 5.1%
- Cc1c(NC(=O)C(C)OC(=O)C23CC4CC(CC(Br)(C4)C2)C3)c(=O)n(-c2ccccc2)n1C (stereo not given)
    2.4 | -0.4 | -0.4% | ? | -0.2% | -3.6% | -7.3% | -2.3% | 24.4% | 10.4% | -7.9%
- CCNc1nc(OC)nc(N2CCC(Cc3ccccc3)CC2)n1
    6.7 | -19.2 | -0.9% | 0.1 | -6.3% | 3.2% | -8.8% | -2.9% | ? | -1.6% | ?
- O=C1CCCN1c1ccc(S(=O)(=O)N2CCCCC2)cc1
    -2.5 | 14.0 | 0.1% | -15.5 | -0.5% | -6.9% | 11.8% | 0.0% | -1.6% | 0.0% | 12.9%
- CCOC(=O)C1CCN(Cc2nnnn2CCc2ccccc2)CC1
    1.6 | 2.3 | 0.0% | 9.8 | ? | ? | 1.58µM* | 3.98µM* | -22.6% | -14.0% | -27.2%
- NNC(=O)C(Cc1c[nH]c2ccccc12)NC(=O)c1ccccc1 (stereo not given)
    2.5 | -0.9 | -4.9% | -2.5 | -0.1% | -0.9% | -1.9% | 3.7% | -13.6% | 2.3% | -0.6%
- COc1cc2c(cc1OC)CN(CC(=O)NC(=O)NCc1ccccc1)CC2
    -2.7 | 7.6 | 0.1% | -10.3 | -5.4% | -6.0% | 5.7% | 0.4% | 2.3% | -5.5% | 3.6%
- CCOC(=O)c1nnn2c1nc(N1CCN(C)CC1)c1ccccc12
    3.7 | -1.0 | -2.5% | -16.8 | 0.1% | 2.1% | 1.0% | -4.3% | -21.1% | -6.0% | -4.9%
- CC1CN(CCOc2ccc([N+](=O)[O-])cc2)CC(C)O1 (stereo not given)
    -1.2 | -5.6 | -2.4% | 8.1 | -1.6% | -1.9% | -4.2% | 1.8% | 3.1% | -0.4% | 3.1%
- CC1(C)CC(=O)C=C(NNC(=O)c2cccnc2)C1
    0.0 | 8.1 | 1.8% | 1.4 | -0.8% | 2.2% | 0.9% | -0.6% | 2.2% | -3.9% | -4.9%
- Cc1cccc(-n2c(O)c(C=Nc3cc(O)ccc3C)c3ccccc3c2=O)n1
    -2.2 | 1.4 | -2.0% | 8.4 | 3.7% | 1.2% | -1.0% | -2.7% | 11.2µM* | 0.7% | -14.6%
- CCN(CC(=O)Nc1ccc(N2CCOCC2)cc1)C(=O)Cc1ccccc1
    · | 15.0 | 28.8% | -11.9 | -8.4% | -4.1% | -3.7% | 3.1% | · | -5.8% | ·
- Cc1cc(-n2c(C)cc(C(=O)CN3C(=O)NC4(CCCCC4)C3=O)c2C)no1
    2.6 | 8.7 | -3.4% | -20.9 | 0.5% | -3.4% | 1.0% | -0.5% | 30.5% | 0.6% | -4.9%[0.365 µM]
- COc1ccc(-c2nc(N)n(C(C)=O)n2)cc1
    0.2 | 6.7 | 0.2% | -10.9 | ? | -0.1% | -3.4% | -3.0% | 7.4% | 7.6% | 1.0%

# Some entries already given with just FLuc counter:
canonical_smiles | FLuc counter
CC1CN(CCOc2ccc([N+](=O)[O-])cc2)CC(C)O1 (stereo not given) | -1.6%
Cc1cccc(C)c1OCC(=O)Nn1c(C)nc2ccccc2c1=O | 6.6%

# Carrying on:
# Sequence of screens – FBPA coupling cs | KCNH2 3.1 inh | Tb PFK block | Giardia killer | FLuc counter | ELG1 genotoxic | Rab9 promoter act | NPC1 prom act | RORg inh | uPA generation | VP16 counter
- CC(C)c1ccc(/C=C2\SC(N3CCOCC3)=NC2=O)cc1
    -0.2 | 1.4 | 3.1% | -10.1 | ? | 2.2% | 5.6% | -0.9% | 34.4% | -6.0% | 11.8%
- O=C(CSc1nnc(NC(=O)C2CC(=O)N(c3ccccc3)C2)s1)NC1CCCC1 (stereo not given)
    0.4 | -7.5 | 2.7% | -8.0 | 3.6% | 10.4% | -2.5% | -1.4% | -18.8% | 11.4% | 11.6%
- CC(C)(C(=O)N[C@H](CO)c1ccccc1)C(=O)N[C@H](CO)c1ccccc1
    -0.1 | 10.7 | -3.2% | -24.5 | -7.0% | 0.8% | -3.8% | 3.7% | 2µM* | 0.2% | 4.9%
- O=C1CC[C@H](O)CCN1[C@H](CSc1ccccc1)Cc1ccccc1
    0.2 | · | 4.2% | -16.0 | -0.7% | -3.4% | -1.3% | -12.4% | 11.4% | -0.7% | -2.3%
- COc1cc2nc(SCC(=O)NCc3ccco3)n(Cc3ccc(Cl)cc3)c(=O)c2cc1OC
    3.2 | -37.7 | 0.8% | -17.3 | 2.0% | 14.5% | -8.7% | -7.9% | -38.6% | · | -5.3%
- N#Cc1cccc(NC(=O)CN2CCN(Cc3ccccc3)CC2)c1
    2.2 | -4.5 | -4.2% | 20.5 | -1.2% | 0.5% | -3.6% | 2.3% | 1.7% | -1.5% | 4.7%
- CCCCNc1c(-c2cccc(-c3cc(C(C)=O)cs3)c2)nc2ccc(C)cn12
    · | ? | 0.0% | ? | 10.7µM* | -16.1% | 2.0% | 12.2% | · | -21.9% | ·
- CCN(CC)c1ccc(NC(=O)Cn2nnc(-c3cccc(OC)c3OC)n2)c(C)c1
    1.3 | -19.4 | 13.0% | 15.5 | -1.4% | -1.1% | 2.8% | -2.8% | ? | · | 5.2%
- Cc1cc(C)nc(Nc2nc(=O)c3ccccc3s2)n1
    0.6 | 12.3 | -4.3% | ? | 16.9µM* | 18.4µM* | ? | ? | ? | -6.2% | ?
- Cc1c(NC(N)=O)c(=O)n(-c2ccccc2)n1C
    -1.3 | 1.2 | -20.9% | -2.5 | 0.7% | 2.4% | -3.3% | -1.0% | -2.7% | 8.4% | 5.2%
- COc1ccc(C)cc1-n1nnnc1SCC(=O)Nc1cccnc1Cl
    1.5 | 4.3 | 0.3% | 21.6 | 1.9% | -5.4% | -3.4% | -2.9% | ? | -2.8% | ?
- CCOC(=O)c1c(C)n(C)c2c(C)cc(O)c(OC(C)=O)c12
    2.6 | 3.0 | 7.0% | -18.2 | 2.3% | 1.2% | -0.2% | 1.3% | -21.9% | 3.0% | 0.6%
- Cc1ccc(-c2sc(-c3ccccc3)nc2CC(=O)Nc2ccccc2F)cc1
    2.6 | -10.1 | -1.3% | 5.1 | 3.5% | 2.9% | -3.8% | -8.8% | ? | 3.7% | 5.01µM*
- COc1ccc(/C=N/c2oc(C)c(C)c2C#N)c(OC)c1
    -7.2 | -24.4 | -2.5% | -4.1 | 1.4% | 1.6% | -2.1% | -1.5% | -7.8% | -1.5% | -16.9%
- COc1ccc(/C(O)=C2/C(=O)C(=O)N(CCN3CCNCC3)C2c2cccc([N+](=O)[O-])c2)cc1 (stereo not given)
    4.4 | 7.0 | -27.1% | -18.3 | 1.0% | -6.4% | 2.2% | 1.0% | -8.7% | 2.9% | -3.0%
- CCC(=O)NC(=S)NNC(=O)c1ccccc1[N+](=O)[O-]
    -0.4 | 10.9 | ? | -22.2 | -6.0% | 0.7% | -0.7% | 9.2% | 17.8µM* | 18.9% | -14.5%

# Compound activity deposited in PubChem by National Center for Advancing Translational Sciences (NCATS).

# Random draw from the library, and some 14% of all compounds hit somewhere here.
